Tb PGK inh = qHTS Assay to Find Inhibitors of Phosphoglycerate Kinase. Phosphoglycerate kinase, glycosomal (Trypanosoma brucei brucei), P07378. PGK/GAPDH coupled, Kinase-Glo luminescence, 60 min. Potency, µM (titrated, usually from 57.5 µM), for inactives: at the top dose activity change, negative = inhibition, most hits filed as inhibitors. 380,000 compounds, 0.043% hits; also: % is scaled to controls: 0 for no effect and ±100 for the full control effect; nearly all actives have a fitted effect of over 60% in size
Target sequence (P07378 whole entry, looked up): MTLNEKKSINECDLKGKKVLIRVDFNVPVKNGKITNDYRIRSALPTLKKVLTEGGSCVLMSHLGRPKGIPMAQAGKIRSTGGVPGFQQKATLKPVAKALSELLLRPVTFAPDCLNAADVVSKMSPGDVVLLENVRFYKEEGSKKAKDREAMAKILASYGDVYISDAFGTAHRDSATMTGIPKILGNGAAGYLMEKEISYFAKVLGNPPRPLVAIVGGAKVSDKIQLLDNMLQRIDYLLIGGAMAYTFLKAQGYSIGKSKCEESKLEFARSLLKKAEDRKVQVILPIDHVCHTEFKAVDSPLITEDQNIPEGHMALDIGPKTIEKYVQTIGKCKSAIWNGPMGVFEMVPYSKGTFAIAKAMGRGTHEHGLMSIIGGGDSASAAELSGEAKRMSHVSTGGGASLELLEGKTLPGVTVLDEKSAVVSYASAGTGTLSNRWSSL
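Luminescent ATP detection (Kinase-Glo Plus) follows a 60-minute room-temperature incubation, with wells lacking PGK as controls. Buffer: 100 mM TEA (pH 7.6), 5 mM MgCl2, 0.01% Tween-20. Coupling enzyme GAPDH (100 nM final) supplies unstable 1,3-BPG in-well.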
G9a inh = qHTS Assay for Inhibitors of Histone Lysine Methyltransferase G9a | Potency, µM (doses to about 102 µM), inactives show top-dose activity, negative = inhibition, usual class: inhibitors | Histone-lysine N-methyltransferase EHMT2 (Homo sapiens), Q96KQ7 | 350,000 compounds, 8.8% hits | G9a H3K9 monomethylation, AlphaScreen, 2 h | AID 504332, 2011; also: % is scaled to controls: 0 for no effect and ±100 for the full control effect; nearly all actives have a fitted effect of over 75% in size
Target sequence (Q96KQ7 913-1193 limits assumed): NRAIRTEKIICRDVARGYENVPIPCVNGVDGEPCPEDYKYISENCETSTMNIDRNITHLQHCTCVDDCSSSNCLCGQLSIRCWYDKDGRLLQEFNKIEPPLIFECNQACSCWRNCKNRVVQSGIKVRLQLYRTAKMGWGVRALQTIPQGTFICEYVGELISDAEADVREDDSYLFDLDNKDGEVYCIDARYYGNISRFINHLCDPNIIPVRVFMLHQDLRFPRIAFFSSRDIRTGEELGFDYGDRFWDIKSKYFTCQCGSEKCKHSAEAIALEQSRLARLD
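Quantitative HTS format: methyltransferase activity on a biotin-tagged H3K9 peptide is measured by AlphaScreen, using a rabbit anti-monomethyl-H3K9 antibody with streptavidin donor and anti-IgG acceptor beads. Final levels are 20 nM enzyme, 500 nM peptide, 20 uM SAM; 2 h RT.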
Pin1 inh = qHTS Assay to Find Inhibitors of Pin1 | Potency, µM (series often up to 115 µM), for the others: at the highest dose activity, negative = inhibition, most hits filed as inhibitors | AID 504891, 2011 | 390,000 compounds, 0.009% hits | Pin1 FP peptide displacement, HiFluor488, 10 min; active = well fitted inhibition curve with a large enough effect in the polarisation, with a control signal flat, not every such curve was filed as active; inconclusive = small, poorly fitted or top-dose-only effect, or effect the other way, or a change in a side signal; inactive = no such curve, though single readings can be large or run the other way; the % refers to the polarisation; also: % is scaled to controls: 0 for no effect and ±100 for the full control effect
Target sequence (Q13526 whole entry, looked up): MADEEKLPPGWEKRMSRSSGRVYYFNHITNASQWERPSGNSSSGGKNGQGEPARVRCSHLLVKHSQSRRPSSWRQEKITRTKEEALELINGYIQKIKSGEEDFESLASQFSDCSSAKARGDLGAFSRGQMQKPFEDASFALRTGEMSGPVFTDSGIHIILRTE
JMJD2A Tudor inh = qHTS Assay for Inhibitors of JMJD2A-Tudor Domain; Potency, µM (doses to about 114 µM), for inactives: at the highest dose activity change, negative = inhibition, most hits filed as inhibitors; Lysine-specific demethylase 4A (Homo sapiens), O75164; 390,000 compounds, 4.4% hits; AlphaScreen JMJD2A-Tudor / H3K4me3 peptide binding; also: % is scaled to controls: 0 for no effect and ±100 for the full control effect; nearly all actives have a fitted effect of over 50% in size
BLM inh = qHTS Assay for Inhibitors of Bloom's syndrome helicase (BLM). recombinant BLM DNA unwinding, fluorescence dequenching. Potency, µM (highest dose often 56.1 µM), without a hit: at the top dose activity change, negative = inhibition, hits mostly inhibitors. 350,000 compounds, 0.2% hits. AID 2528, 2010;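 also: plate controls were vehicle for no effect and no enzyme for full effect; nearly all actives have a fitted effect of over 35% in size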
Pol iota inh = qHTS for Inhibitors of Polymerase Iota | DNA polymerase iota (Homo sapiens), Q9UNA4 | Pol iota fluorescent replication assay, 10 min | Potency, µM (series often up to 115 µM), inactives show at the highest dose activity, negative = inhibition, most hits filed as inhibitors | 390,000 compounds, 1% hits
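Fluorescent replication assay read twice, at 0 min and 10 min after adding 50 nM (final) substrate. Enzyme (10 nM) and compounds were first incubated 15 min at room temperature; enzyme-free buffer wells were negative controls.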
BAZ2B inh = qHTS Assay for Inhibitors of BAZ2B; AlphaScreen BAZ2B-H3K14Ac peptide displacement; Potency, µM (series often up to 114 µM), inactives show at the top dose activity change, negative = inhibition, most hits filed as inhibitors; 360,000 compounds, 4.4% hits; AID 504333, 2011; Bromodomain adjacent to zinc finger domain protein 2B (Homo sapiens), Q9UIF8; also: % is scaled to controls: 0 for no effect and ±100 for the full control effect; nearly all actives have a fitted effect of over 60% in size
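Inhibition is scored as reduced AlphaScreen emission. The BAZ2B/b-H3(5-23)K14Ac complex (50 nM each) in PBS pH 7.4, 0.01% Tween-20 meets compound (up to 110 uM) for 30 min at RT before bead addition.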
GLS inhibitor = qHTS for Inhibitors of Glutaminase (GLS); GLS enzymatic activity, qHTS titration; 410,000 compounds, 0.21% hits; Potency, µM (titrated, usually from 45.5 µM), without a hit: at the top dose activity change, negative = inhibition, actives largely listed as inhibitors; Glutaminase kidney isoform, mitochondrial (Homo sapiens), O94925; AID 624170, 2012; also: % is scaled to controls: 0 for no effect and ±100 for the full control effect
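hKGA in 45 mM KH2PO4 (pH 8.2), 0.02% Tween-20 with compound, then 1mM L-Glutamine (stock as added) plus glutamate oxidase/HRP/Amplex red coupling mix. Fluorescence read initially and after 30 min at RT; signal change reflects glutamate formation.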
HP1b binding inh = HTS for Inhibitors of HP1-beta Chromodomain Interactions with Methylated Histone Tails; AlphaScreen HP1-beta / biotin-H3K9me3 peptide binding; Potency, µM (series often up to 114 µM), without a hit: top-dose activity change, negative = inhibition, hits mostly inhibitors; 390,000 compounds, 0.56% hits; also: nearly all actives have a fitted effect of over 70% in size; inactives centre near 23
Target sequence (P83916 whole entry, looked up): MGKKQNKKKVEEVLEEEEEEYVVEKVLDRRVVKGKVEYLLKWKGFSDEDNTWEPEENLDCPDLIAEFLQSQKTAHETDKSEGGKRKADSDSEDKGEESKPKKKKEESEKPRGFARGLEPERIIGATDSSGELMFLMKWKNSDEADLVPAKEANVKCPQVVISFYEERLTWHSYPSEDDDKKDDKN
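Compound inhibition of the preformed complex between 50 nM HP1-beta and 50 nM biotinylated H3K9me3 peptide was read by AlphaScreen. Buffer was PBS pH 7.4 with 0.01% Tween-20. Incubations ran 30 min at room temperature, with 10 ug/mL donor/acceptor beads.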
Numbers without * were called inactive; i = inactive; ? = inconclusive; . = no result given; & = joins results of further samples; [ ] = remark or other dose. Unless noted, calls follow the shape of the dose curve; as a rule, active = well fitted curve in the direction sought with a large enough effect; inconclusive = small, poorly fitted or top-dose-only effect, or another doubt; inactive = no such curve, though single readings can be large; an effect the other way counts as inactive or inconclusive. Potency is read from the fitted curve at half-maximal effect. These rows are one share of the data (hit frequency here may not be typical).

A first look (10 entries):
SMILES	Tb PGK inh	G9a inh	Pin1 inh	JMJD2A Tudor inh	BLM inh	Pol iota inh	BAZ2B inh	GLS inhibitor	HP1b binding inh
Cc1ccccc1N=Cc1ccc[nH]1	4%	.	0%	-7%	.	14%	.	-13%	51%[activator]
O=c1cc(N2CCN(Cc3ccccc3)CC2)[nH]c(=O)n1Cc1ccc(F)cc1	-1%	4%[59 µM]	-1%	-12%	0%	-1%[58.9 µM]	-4%	15%	5%
N#C/C(=C\c1ccc(F)c(Cl)c1)S(=O)(=O)c1ccccn1	-10%	0%[59 µM]	1%	-6%	-2%	?	-2%	22%	43%
COc1cc(OC)c(-n2c(C)cc(C=O)c2C)cc1Cl	i	-24%	2%	?	-4%	6%	-37%	4%	3%
COC(=O)C(Cc1ccc(OC(=O)c2ccc(C)cc2)cc1)N1Cc2ccccc2C1=O (stereo unspecified)	2%	-3%[59 µM]	-1%	-13%	-6%	-5%	-3%	2%	28%
CCc1ccc(CNC(=O)c2nn(C)c3c2CS(=O)(=O)c2ccccc2-3)cc1	-4%	-11%	6%	-11%	-8%	14%	?	4%	24%
O=c1cc2ncc(-c3[nH]ncc3[N+](=O)[O-])cn2[nH]1	3%	-2%	-1%	-22%	6%	?	?	11%	33%
CC(C)(C)c1ccc(COC(=O)Nc2ccc(F)cc2)cc1	3%	-11%[59 µM]	2%	11%	3%	17%	27%	3%	26%
CCN(c1ccccc1)S(=O)(=O)c1ccc(C(=O)NCCc2ccc(S(N)(=O)=O)cc2)cc1	-1%	16%	-3%	-16%	-5%	-3%	-14%	-4%	26%
CCN(CC)CP(=O)(c1ccccc1)c1ccccc1	1%	9%	-3%	-1%	0%	4%	-3%	16%	23%

This part in full, previewed entries included:
SMILES	Tb PGK inh	G9a inh	Pin1 inh	JMJD2A Tudor inh	BLM inh	Pol iota inh	BAZ2B inh	GLS inhibitor	HP1b binding inh
Cc1ccccc1N=Cc1ccc[nH]1	4%	.	0%	-7%	.	14%	.	-13%	51%[activator]
O=c1cc(N2CCN(Cc3ccccc3)CC2)[nH]c(=O)n1Cc1ccc(F)cc1	-1%	4%[59 µM]	-1%	-12%	0%	-1%[58.9 µM]	-4%	15%	5%
N#C/C(=C\c1ccc(F)c(Cl)c1)S(=O)(=O)c1ccccn1	-10%	0%[59 µM]	1%	-6%	-2%	?	-2%	22%	43%
COc1cc(OC)c(-n2c(C)cc(C=O)c2C)cc1Cl	i	-24%	2%	?	-4%	6%	-37%	4%	3%
COC(=O)C(Cc1ccc(OC(=O)c2ccc(C)cc2)cc1)N1Cc2ccccc2C1=O (stereo unspecified)	2%	-3%[59 µM]	-1%	-13%	-6%	-5%	-3%	2%	28%
CCc1ccc(CNC(=O)c2nn(C)c3c2CS(=O)(=O)c2ccccc2-3)cc1	-4%	-11%	6%	-11%	-8%	14%	?	4%	24%
O=c1cc2ncc(-c3[nH]ncc3[N+](=O)[O-])cn2[nH]1	3%	-2%	-1%	-22%	6%	?	?	11%	33%
CC(C)(C)c1ccc(COC(=O)Nc2ccc(F)cc2)cc1	3%	-11%[59 µM]	2%	11%	3%	17%	27%	3%	26%
CCN(c1ccccc1)S(=O)(=O)c1ccc(C(=O)NCCc2ccc(S(N)(=O)=O)cc2)cc1	-1%	16%	-3%	-16%	-5%	-3%	-14%	-4%	26%
CCN(CC)CP(=O)(c1ccccc1)c1ccccc1	1%	9%	-3%	-1%	0%	4%	-3%	16%	23%
COc1ccc(OCCSCc2nnc(NC(=O)Nc3ccc(Cl)cc3)s2)cc1	-3%	-10%[59 µM]	23%	-3%	-1%	29%	3%	9%	15%
CC(=O)c1ccc(NC(=O)c2nc3nc(C)cc(C(F)F)n3n2)cc1	i	6%[59 µM]	51%[activator]	-9%	0%	-15%	1%	-3%	25%
CCOc1ccc(/C(O)=C2/C(=O)C(=O)N(CCOCCO)C2c2ccccn2)cc1 (stereo unspecified)	-8%	?	2%	?	-5%	-2%	-30%	0%	9%
CCOc1ccc(-c2nc(CSCC(=O)NCCc3ccccc3)c(C)o2)cc1	-9%	-28%[59 µM]	4%	-8%	-7%	-6%	-10%	0%	0%
O=C1CCCc2c1[nH]c1ccc(Br)cc21	-4%	-6%[59 µM]	3%	-10%	1%	0%	7%	-4%	20%
CN(C(=O)Cn1nnc(-c2cccc(C(F)(F)F)c2)n1)C1CCCCC1	-2%	12%	-4%	-9%	-2%	-9%	0%	?	27%
CSc1nc2sc3c(c2c(=O)n1-c1ccccc1)CCC(C(C)(C)C)C3 (stereo unspecified)	i	-22%[59 µM]	-7%	-13%	-3%	-5%	-13%	-18%	27%
O=C1CSC(=Nc2ccccc2)N1	3%	11%[59 µM]	-2%	-3%[11.4 µM]	-5%	-3%	-14%	0%	2%
O=[N+]([O-])c1ccc(Sc2ccc(F)cc2)nc1	2%	.	-9%	-4%	.	17%	.	0%	14%
O=C(NC12CC3CC(CC(C3)C1)C2)c1cccnc1Cl	-9%	.	-4%	4%	3%	-18%	6%	-5%	33%
COCc1c(C(=O)N/N=C(\C)c2ccc(Cl)s2)nnn1-c1nonc1N	i	43%	0%	-5%	-3%	-12%	16%	-3%	38%
Cc1nn(-c2ccc(C(=O)NCC(c3ccco3)N3CCCC3)cc2)c(C)c1Cl (stereo unspecified)	7%	10%[59 µM]	1%	-14%	.	25%	16%	2%	32%
CCOC(=O)c1sc(-c2ccccc2)cc1NC(=O)Nc1ccc([N+](=O)[O-])cc1	-6%	6%[59 µM]	-11%	-16%	-3%	7%	-5%	5%	24%
CCOc1cc(-c2noc(CCC(=O)NC3CCCCC3)n2)ccc1OC	-6%	0%	-5%	-16%	0%	78%[activator]	2%	2%	24%
O=C(COc1ccccc1Cl)N(Cc1ccco1)Cc1ccco1	9%	-28%[59 µM]	?	-32%	-2%	11%	-22%	-1%	22%
Cc1ccc2nc(COc3ccc(Cl)cc3)cc(=O)n2c1	-10%	-5%	-4%	-15%	-13%	21%	-18%	0%	47%[activator]
O=C(CSc1ccccc1)N1CCN(S(=O)(=O)c2cccs2)CC1	5%	16%[12.7 µM]	-7%	-7%	-4%	1%	-3%	2%	47%[activator]
ONC(=Nc1ccccc1)c1ccccc1Cl	-4%	1%	-4%	-13%	-4%	8%	5%	2%	4%
COC(=O)C1CC(=O)c2sccc2C1 (stereo unspecified)	i	-11%[59 µM]	-12%	-5%	1%	147%[activator]	10%	0%	14%
COc1cccc(C(C2C(=O)CC(C)(C)CC2=O)C2C(=O)CC(C)(C)CC2=O)c1	i	79µM*	0%	-6%	-3%	12%	-2%	18%	61%[activator]
CC1Cc2ccccc2N1C(=O)CSC1=NCCS1 (stereo unspecified)	-4%	-11%	-5%	-10%	-3%	-11%	5%	0%	31%
COC(=O)C[C@H](NC(=O)Cn1cnc2c(SC)nc(N)nc21)C(=O)OC	8%	.	0%	-16%	.	-9%	.	0%	21%
Cc1nc2c(-c3ccccc3)c(C)nn2c(C)c1CCC(=O)N1CCN(c2ccccc2)CC1	-1%	9%[59 µM]	4%	-26%	-5%	24%	-18%	3%	21%
CNS(=O)(=O)c1cccc(C(=O)OCC(=O)NC(C)CCc2ccccc2)c1 (stereo unspecified)	-8%	20%	-5%	0%	-4%	19%	-8%	-2%	40%[activator]
O=C1CC(N2CCN(S(=O)(=O)c3ccc([N+](=O)[O-])cc3)CC2)C(=O)N1c1ccccc1F (stereo unspecified)	i	3%[12.7 µM]	0%	-20%	.	-16%	-5%	-8%	31%
COc1cc(OC)cc(C(=O)N[C@H](C(=O)OCC(=O)NC(C)c2ccccc2)C(C)C)c1 (stereo partly specified)	-8%	20%	3%	-6%	-2%	19%	-3%	6%	5%
COc1ccc(C2=NS(=O)(=O)N(C)C(C(=O)N3CCCCC3)=C2)cc1OC	-9%	17%	-12%	-19%	-5%	-11%	?	0%	30%
CCCOc1ccccc1C(=O)NCCCC(=O)O	i	-1%	0%	0%	2%	-3%	0%	4%	19%
CC(Oc1ccccc1F)C(=O)NCC1(N2CCOCC2)CCCCC1 (stereo unspecified)	-1%	-3%[59 µM]	-7%	-16%	-1%	-3%	-2%	7%	35%[activator]
CCc1ccc(NC(=O)COC(=O)c2cccs2)cc1	-10%	-9%	?	-1%	1%	?	1%	-13%	18%
Cc1ccc(C)c(C(=O)COC(=O)C2CCN(c3ccc(C(F)(F)F)cn3)CC2)c1	-1%	55%[activator]	2%	40%[activator]	.	2%	50%[activator]	8%	67%
NC(=S)N/N=C/c1ccc2ccccc2c1	-5%	-16%[59 µM]	2%	-21%	0%	-10%	-7%	13%	15%
COc1ccc(C(CC(=O)N2CCOCC2)c2c(OC)cc(OC)c3ccc(=O)oc23)cc1 (stereo unspecified)	-13%	-5%[12.7 µM]	47%[activator]	-3%&-21%	-7%&2%	?	-6%	-8%	18%&18%

2 successive entries from above, quoted:
SMILES	Tb PGK inh	G9a inh	Pin1 inh	JMJD2A Tudor inh	BLM inh	Pol iota inh	BAZ2B inh	GLS inhibitor	HP1b binding inh
NC(=S)N/N=C/c1ccc2ccccc2c1	-5%	-16%[59 µM]	2%	-21%	0%	-10%	-7%	13%	15%
COc1ccc(C(CC(=O)N2CCOCC2)c2c(OC)cc(OC)c3ccc(=O)oc23)cc1 (stereo unspecified)	-13%	-5%[12.7 µM]	47%[activator]	-3%&-21%	-7%&2%	?	-6%	-8%	18%&18%

Screening data from PubChem.
